# Integrin act MD: activates integrin-mediated alleviation for muscular dystrophy. alpha7betagal myoblasts, beta-gal FDG fluorescence, 48 h. Potency, µM (highest dose often 38.3 µM), without a hit: at the top dose activation, most hits filed as activators. hit rate 0.064% among 350,000;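 note: potency is the fitted concentration of half-maximal effect; 100% = response of the positive control SU9516; nearly all actives have a fitted effect of over 60% in size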
#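 alpha7betagal+/- myoblasts (passage 13, 250/well) treated 48 h at 37C with compounds at 1:260 dilution of DMSO stock. Lysed, then beta-galactosidase activity read as FDG fluorescence (ex 480/em 540) after 30 min, with pre-read for autofluorescence.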
# MBNL1 CUG block: blocks human MBNL1 binding to CUG repeat RNA | Q9NR56 | TR-FRET MBNL1-His/biotin-(CUG)12 binding, 665/545 ratio | Potency, µM (series often up to 57.5 µM), for inactives: at the top dose activity change, negative = inhibition, hits mostly inhibitors | hit rate 0.036% among 280,000; active = well fitted inhibition curve with a large enough effect in the signal ratio, with a control signal flat, not every such curve was filed as active; inconclusive = small, poorly fitted or top-dose-only effect, or effect the other way, or a change in a side signal; inactive = no such curve, though single readings can be large or run the other way; the % refers to the signal ratio; note: potency is the fitted concentration of half-maximal effect; % is set by controls: 0 for no effect and ±100 for the full control effect
#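 TR-FRET readout: Ex 340 nm, 665/545 nm emission ratio, normalized to buffer-only (basal) and MBNL1-(CUG)12 controls. Complex of MBNL1-His with Biotin-(CUG)12, compounds 92 nM–58 uM, incubated 60 min at room temperature.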
# TCR act: activators of T cell receptors. primary human leukocytes, anti-CD3, IL-2 HTRF, 48 h. AID 504894. Potency, µM (top dose mostly 9.22 µM), inactives show top-dose activation of IL-2 secretion, hits mostly activators. 330,000 tested, under 10 active; note: % of control where 0% means no effect
#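 IL-2 release read by HTRF sandwich (Eu cryptate donor, d2 acceptor, 665 nm emission) after 48 hr exposure of primary human leukocytes to compound together with anti-CD3 beads in the absence of co-stimulatory signals.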
# AT treatment: candidate therapy for ataxia-telangiectasia. […] A-T fibroblasts, KAP-1 phosphorylation AlphaLISA; neocarzinostatin DNA damage 30 min before lysis. Potency, µM (doses to about 57.5 µM), for the others: at the highest dose activation, usual class: activators. hit rate 0.19% among 320,000; note: potency is the fitted concentration of half-maximal effect; % of control where 0% means no effect; nearly all actives have a fitted effect of over 45% in size
#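 ATM-like activity read as KAP-1 phosphorylation via AlphaLISA donor/acceptor antibody pairs after lysis and 6 hr at 25C. Cells were ATM-null patient fibroblasts ([…], hTERT), dosed 60 min, then exposed to the DSB inducer NCS for 30 min.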
# ASM inhibitor: human S-ASM enzyme inhibition | Potency, µM (doses to about 57.5 µM), for inactives: at the top dose activity change, negative = inhibition, most hits filed as inhibitors | placental ASM, HMU-PC fluorogenic substrate, 60 min | hit rate 0.006% among 340,000 | P17405 | AID 504937; note: potency is the fitted concentration of half-maximal effect
#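 Human placenta-derived ASM preincubated with compound 10 min at room temperature, then reacted with 9 uM (final) fluorogenic HMU-PC substrate for 60 min at 37 C. Stop solution raises pH to 10; fluorescence read at Ex 386/Em 447 nm.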
# Menin MLL FP TR: displaces Texas Red mutant MLL peptide from human menin | O00255 | Menin + Texas Red MLL mutant peptide, fluorescence polarization | Potency, µM (series often up to 61.6 µM), inactives show top-dose FP activity change, negative = inhibition, usual class: inhibitors | hit rate 0.23% among 270,000 | AID 1768; active = well fitted inhibition curve with a large enough effect in the polarisation, with a control signal flat, not every such curve was filed as active; inconclusive = small, poorly fitted or top-dose-only effect, or effect the other way, or a change in a side signal; inactive = no such curve, though single readings can be large or run the other way; the % refers to the polarisation; note: potency is the fitted concentration of half-maximal effect; % of control where 0% means no effect; many of its hits are not listed in these tables
# TSHR antag: antagonists of human thyroid stimulating hormone receptor. P16473. TSHR-expressing cells, TSH-stimulated cAMP HTRF, 2 h; stronger effect = lower value. activity change, negative = inhibition, % at 11.5 µM. hit rate 0.2% among 330,000;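 active = activity change below a set negative limit, meaning inhibition stronger than a set level, cut at about -70% in these data; inconclusive = activity change between two set negative limits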; note: % is set by controls: 0 for no effect and ±100 for the full control effect
# Target sequence (P16473 whole entry, looked up): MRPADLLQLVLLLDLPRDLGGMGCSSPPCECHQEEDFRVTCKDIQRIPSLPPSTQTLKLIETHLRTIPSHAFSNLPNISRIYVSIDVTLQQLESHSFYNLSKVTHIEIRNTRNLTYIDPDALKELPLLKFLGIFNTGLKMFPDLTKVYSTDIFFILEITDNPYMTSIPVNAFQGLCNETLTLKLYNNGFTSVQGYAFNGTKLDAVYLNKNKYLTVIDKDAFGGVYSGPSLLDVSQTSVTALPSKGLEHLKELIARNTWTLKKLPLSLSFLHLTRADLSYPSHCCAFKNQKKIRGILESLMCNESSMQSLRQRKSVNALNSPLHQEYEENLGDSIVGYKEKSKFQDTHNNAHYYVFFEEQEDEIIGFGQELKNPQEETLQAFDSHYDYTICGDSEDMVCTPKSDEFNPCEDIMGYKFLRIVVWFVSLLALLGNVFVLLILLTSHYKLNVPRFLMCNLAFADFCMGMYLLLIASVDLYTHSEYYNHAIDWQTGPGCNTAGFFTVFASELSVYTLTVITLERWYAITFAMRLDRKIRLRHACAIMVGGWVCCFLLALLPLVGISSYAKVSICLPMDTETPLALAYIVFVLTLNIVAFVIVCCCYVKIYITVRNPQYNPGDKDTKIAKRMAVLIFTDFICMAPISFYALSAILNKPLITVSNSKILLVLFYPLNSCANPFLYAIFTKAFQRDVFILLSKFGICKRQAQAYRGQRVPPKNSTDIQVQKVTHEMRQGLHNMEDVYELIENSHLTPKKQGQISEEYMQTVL
#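 Antagonism was scored as loss of TSH-driven cAMP in TSHR cells, stimulated with 4nM TSH (EC80) for 2 hours at 37 deg C and detected by homogeneous HTRF competition immunoassay.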
# TSG101-PTAP inh: blocks PTAP/TSG101 interaction to inhibit HIV-1 budding; Q99816; Fluorescence polarization, FITC-PTAP peptide / Tsg101 binding; Potency, µM (top dose mostly 115 µM), inactives show at the highest dose activity change, negative = inhibition, usual class: inhibitors; 340,000 tested, under 10 active; active = well fitted inhibition curve with a large enough effect in the main read-out, with a control signal flat, not every such curve was filed as active; inconclusive = small, poorly fitted or top-dose-only effect, or effect the other way, or a change in a side signal; inactive = no such curve, though single readings can be large or run the other way; note: potency is the fitted concentration of half-maximal effect; % of control where 0% means no effect
#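 Fluorescence anisotropy tracks displacement of a FITC-tagged PTAP peptide (50 nM) from the Tsg101 binding domain (10 uM), following a 20 min room-temperature incubation at pH 7.5.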
# Mito fusion act: inhibitors of mitochondrial division or activators of mitochondrial fusion. hit rate 0.23% among 320,000. S. cerevisiae fusion-defective mutant growth rescue, CellTiterGlo 48 h. Potency, µM (series often up to 46.1 µM), for the others: top-dose growth rescue (activation), usual class: activators;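 note: potency is the fitted concentration of half-maximal effect; % of control where 0% means no effect; nearly all actives have a fitted effect of over 45% in size; temperature-sensitive fusion mutants such as fzo1-1 at 37 °C on non-fermentable ethanol glycerol medium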
#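 Compounds are tested for their ability to restore growth of mitochondrial fusion-defective yeast strains at non-permissive 37C in YPEG medium over 48 hours. Viability is quantified by luciferase luminescence.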
# CXXC DNA block: MLL CXXC-DNA interaction inhibition; Q03164; MLL-CXXC / FITC-HOXA9 DNA fluorescence polarization; Potency, µM (top dose mostly 115 µM), for the others: top-dose activity change, negative = inhibition, most hits filed as inhibitors; hit rate 0.037% among 290,000; active = well fitted inhibition curve with a large enough effect in the polarisation, with a control signal flat, not every such curve was filed as active; inconclusive = small, poorly fitted or top-dose-only effect, or effect the other way, or a change in a side signal; inactive = no such curve, though single readings can be large or run the other way; the % refers to the polarisation; note: potency is the fitted concentration of half-maximal effect
#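 Purified MLL-CXXC (added from a 7 uM solution) was preincubated 5 min at ambient with pinned compounds in 50 mM Tris-HCl pH 7.5, 50 mM NaCl, 1 mM DTT, 0.05% BSA. Fluorescein-labeled HOX-A9 DNA (50 nM solution) followed, 30 min, then polarization read.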
# * marks the source's active call; other numbers are inactive results; ? = inconclusive; . = not tested or not shown; [ ] = dose if it differs, or a comment. Unless noted, calls come from the whole dose curve; as a rule, active = well fitted curve in the direction sought with a large enough effect; inconclusive = small, poorly fitted or top-dose-only effect, or another doubt; inactive = no such curve, though single readings can be large; an effect the other way counts as inactive or inconclusive. These rows are one share of the data (hit frequency here may not be typical).
SMILES,Integrin act MD,MBNL1 CUG block,TCR act,AT treatment,ASM inhibitor,Menin MLL FP TR,TSHR antag,TSG101-PTAP inh,Mito fusion act,CXXC DNA block
CC(C)c1nc(SCC(=O)Nc2ccc(C(=O)O)cc2)c2c3c(sc2n1)CCCC3,-4%,-1%,-2%,7%,4%,26%,-23,-7%,-52%[inhibitor],4%
CCc1ccc(C(=O)COC(=O)C(CCSC)NC(=O)C23CC4CC(CC(C4)C2)C3)cc1 (stereo not drawn),19%,8%,-2%[46.1 µM],-4%,0%,7%,18,0%,0%,8%
Cc1ccc(CCNC(=O)c2ccc3nc4ccc(Cl)cc4c(=O)n3c2)cc1,4%,-9%,0%,5%,143%[activator],-16%,2,0%,2%,-6%
O=C(C1=C[C@@H](c2ccc(Br)cc2)C[C@@H](OCCCCO)O1)N1CCOCC1,24%,9%,-21%,17%,7%,-24%,-7,.,-1%,-12%
COc1ccc(Cc2nc3ccc(C(=O)NCCCSC)cc3o2)cc1OC,?,2%,-1%,5%,-1%,2%,30,-5%,0%,-4%
COc1ccc(N=C(NN)c2ccc3ccccc3n2)cc1,-26%,2%,13%[46.1 µM],11%,-3%,0%,-8,0%,0%,8%
Nc1nnc(C(F)(F)F)s1,1%,1%,9%,0%,3%,-6%,-7,-4%,-1%,6%
O=C(C1=NNC2C(=O)N(c3ccccc3)C(=O)C12)c1nc(Cl)ccc1Cl (stereo not drawn),-4%,12%,3%,3%,4%,8%,1,-6%,0%,12%
CC(=C/c1ccco1)/C=N/NC(=O)c1ccncc1,-11%,?,1%,-1%,-1%,.,-12,-2%,-4%,6%
COc1ccc(OC)c(S(=O)(=O)ON2C(=O)c3ccccc3C2=O)c1,-54%[inhibitor],-13%,-2%,0%,5%,?,20,-2%,0%,36%[activator]
CC1CCc2[nH]c3ccc(C(=O)NCC4CCCO4)cc3c2C1 (stereo not drawn),31%,.,-1%,0%,8%,.,-1,-2%,7%,.
Cc1ccc(OC(=O)C23CC4CC(CC(C4)C2)C3)c(C)n1,-15%,-7%,1%[46.1 µM],5%,2%,?,-7,-1%,3%,7%
CCCCN(CC)Cc1ccc(CNC(=S)Nc2c(C)cc(C)cc2C)o1,-8%,-5%,2%,0%,1%,-24%,31,-5%,5%,?
O=[N+]([O-])c1ccc(NCCCNS(=O)(=O)c2ccc(Cl)cc2)c(Cl)c1,-12%,?,-2%,14%,-12%,?,-10,-4%,7%,1%
COC(=O)c1cc(-c2cccs2)nn1-c1ccccc1,-7%,10%,5%,5%,-2%,-13%,-16,-12%,1%,0%
Cc1coc2c1c(C)cc1oc(=O)c(Cc3ccccc3)c(C)c12,-14%,3%,-3%,-2%,23%,-11%,19,-2%,0%,-12%
COCc1c(C(=O)NC(C)c2ccc(S(N)(=O)=O)cc2)oc2ccccc12 (stereo not drawn),9%,-4%,5%,-3%,-2%,18%,8,-6%,-5%,1%
COc1cc(/C=N/NC(=O)c2ccc3nc[nH]c3c2)ccc1O,-3%,?,5%,-15%,-3%,.,-1,-5%,5%,1%
CCC(=O)N1CCCn2c1nc1ccccc12,-15%,11%,5%[46.1 µM],.,2%,-4%,8,-3%,0%,0%
CCOc1cc(-c2nn3cnnc3s2)cc(OCC)c1OCC,-60%[inhibitor],-3%,.,-2%,-2%,-6%,-8,-3%,0%,0%
CC1(OC(=O)C2CCCC2)C(=O)C=C2C=C(c3ccsc3)N(Cc3ccco3)C=C2C1=O (stereo not drawn),8%,?,-4%,-35%,4%,-11%[11.7 µM],-11,-2%,23%,3%
COc1ccc(C(=O)Nc2ccccc2C(=O)N2CCOCC2)cc1Br,-24%,0%,-1%,4%,6%,.,-6,0%,-1%,17%
COc1ccc(Cl)cc1NC(=O)CSc1nnc(C2CC2)n1N,-5%,.,0%,10%,.,.,-7,0%,8%,.
Clc1ccc(Cc2nn3c(Cn4nnc5ccccc54)nnc3s2)cc1,0%,12%,4%,16%,-10%,-4%,-10,-6%,5%,-22%
COC(=O)c1ccccc1NC(=O)C(C)n1nc(C)c2c(C)n(-c3ccccc3)nc2c1=O (stereo not drawn),7%,0%,-5%,-9%,-1%,.,-3,2%,7%,38%[activator]
SMILES,Integrin act MD,MBNL1 CUG block,TCR act,AT treatment,ASM inhibitor,Menin MLL FP TR,TSHR antag,TSG101-PTAP inh,Mito fusion act,CXXC DNA block
CC(C)n1nc(C(=O)Nc2nc3ccc(S(C)(=O)=O)cc3s2)c2ccccc2c1=O,7%,0%,5%,5%,2%,20%,-14,-4%,-1%,-8%
CCOC(=O)c1ccc(NC(=S)N(CCCN2CCCC(C)C2)Cc2cccs2)cc1 (stereo not drawn),-62%[inhibitor],-4%,-4%,0%,-1%,10%,2,-1%,-1%,10%
Cc1nn(CCC#N)c(C)c1Oc1ccccc1O,-28%,-2%,1%,-8%,6%,.,-5,-1%,0%,5%
COc1ccccc1CNc1nc(C)c(C(C)=O)s1,5%,11%,-7%,1%,2%,-16%,-5,0%,0%,3%
Cc1nc2ccccc2c(=O)n1/N=C/c1cn(-c2ccccc2)nc1-c1cccs1,-5%,6%,1%,2%,?,?,-6,-1%,17%,-1%
COC(=O)C1CN(C(=O)COc2ccc(Cl)c(C)c2)c2ccccc2O1 (stereo not drawn),33%,-10%,-3%,5%,-4%,-10%,-2,-6%,-2%,1%
CCCCN1CCc2[nH]c(=S)[nH]c(=O)c2C1,12%,?,-1%[46.1 µM],20%,1%,8%,41,0%,6%,-6%
CCn1c(CNC(=O)c2cccc(C)c2)nnc1SCC(=O)NC1CCCC1,0%,-8%,4%,1%,6%,0%,1,-1%,0%,12%
O=C(NC1=NCCS1)C1CC2CCC1C2 (stereo not drawn),-14%,-12%,3%,5%,2%,-12%,35,-8%,0%,4%
O=C(COC(=O)/C=C/c1ccc(S(=O)(=O)N2CCOCC2)cc1)NCc1ccc(F)cc1,-23%,?,1%,-5%,-2%,7%,-7,0%,10%,-12%
CC(CN1C(C)CCCC1C)OC(=O)c1ccc(Cl)cc1Cl (stereo not drawn),0%,2%,-1%,7%,0%,-7%,-3,-2%,5%,-2%
COc1cccc(CC(O)CC2c3c(cc4c(c3OC)OCO4)CCN2C)c1 (stereo not drawn),-35%,.,-3%,.,0%,.,.,-6%,.,.
CCOC(=O)C1(CCOc2ccccc2)CCN(Cc2cccn2-c2cccnc2)CC1,-42%,-8%,.,-6%,-3%,-20%,2,-2%,0%,-1%
CCN(CC)CC(C)CNC(=O)C1(O)c2ccccc2NC(=O)N1c1ccc(Cl)c(Cl)c1 (stereo not drawn),13%,-1%,6%,-2%,2%,9%,-4,-4%,2%,-1%
CSCCC(NS(=O)(=O)/C=C/c1ccccc1)C(=O)N1CCC(C)CC1 (stereo not drawn),1%,-6%,4%,5%,5%,-5%,-8,-7%,-2%,-5%
CCOP(=O)(OCC)C(Nc1ccc([N+](=O)[O-])cc1)c1ccc(Cl)cc1 (stereo not drawn),8%,.,-1%,0%,5%,17%,-14,0%,-2%,-2%
Cc1c(C(=O)N(Cc2cccc(Br)c2)C2CCS(=O)(=O)C2)oc2ccccc12 (stereo not drawn),?,-4%,8%,8%,-8%,.,-8,-4%,22%,5%
Cc1cccc(C)c1-n1cccc1/C=C1/C(=N)N2C(=NC1=O)SN=C2S(C)(=O)=O,-19%,3%,-5%,2%,13%,?,-28,-8%,-1%,-3%
O=C(NCCc1ccc(F)cc1)c1cccs1,1%,-14%,8%[46.1 µM],-1%,5%,18%,8,-5%,1%,7%
COC(=O)c1ccccc1NC(=O)n1cc(C)cn1,0%,-4%,5%,-8%,23%,1%,26,-3%,4%,8%
CC(C)OC(=O)CSc1nnc(-c2ccc([N+](=O)[O-])cc2)o1,-6%,?,6%,-2%,0%,10%,-17,-7%,8%,-22%
O=C(CCc1ccccc1)NC(=S)Nc1cccc(C(=O)O)c1,-23%,-11%,6%,5%,0%,0%,37,-5%,3%,-3%
CC12CC(NC(=O)N1c1cccc(C(=O)NCc3ccccn3)c1)c1ccccc1O2 (stereo not drawn),-6%,0%,-1%,-4%,-1%,.,10,0%,1%,0%
Cc1cccc(NC(=S)NN2CCOCC2)c1C,-21%,-5%,4%,4%,-2%,1%,15,1%,-3%,-4%
COc1ccc(-n2ncc3c2CC(C)(C)CC3NC(=O)c2cnc(C)cn2)cc1 (stereo not drawn),-9%,5%,-1%,6%,1%,-9%,10,-6%,-10%,46%[activator]
